Cneo AK release – causes C. neoformans cell lysis; adenylate kinase release luminescence, 4 h; normalised: neutral wells 0, clomiphene wells 100; lysis activity, % at 15 µM; actives 0.2% (n = 360,000);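 active = mean lysis activity across replicates of at least 80%, whatever share of replicates individually reach that level; inactive = mean lysis activity below 80%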
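Material – Cryptococcus neoformans yeast cells · Quantity – 5 × 10^6 yeast cells/mL · Buffer or medium – YPD medium · Compound – single dose · Timing – 4 h static compound exposure, 37 °C, read 1 h post-reagent · Signal – adenylate kinase release luminescence · Read-out basis – lysis from increased AK signal · Benchmarks – Clomiphene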
esBAF inh – inhibitors of esBAF chromatin remodeling in mouse ES cells | AID 602393 | actives 2% (n = 350,000) | reporter increase, % at 12.5 µM | Bmi1-luciferase knock-in reporter, 24 h; 100% = twice the neutral-well signal; in the data active = activation above about 40%; inconclusive = no clear call, values can overlap the other calls;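 also: 0% = median of the plate's neutral control wells and 100% = double that signal; a rise in the Bmi1 reporter signal indicates esBAF inhibition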
Statin myotox sup – suppression of simvastatin myotoxicity; rescue of ATP level, % at 7.49 µM; actives 0.78% (n = 330,000); C2C12 myotubes + simvastatin, ATP luminescence, 48 h; scaled: DMSO 0, geranylgeraniol control 100;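 active = mean ATP rescue above about 67%, or every replicate alone reaching that limit, limit read from the data, passing the limit was not always enough; inconclusive = no clear call, values can overlap the other calls; inactive = mean under the limit and some replicate under it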;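 also: myotubes were challenged with 10 µM simvastatin during compound exposure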
ERp5 inh – ERp5 (human) disulfide isomerase inhibition. Q15084. ERp5 insulin aggregation, absorbance 650 nm, 90 min. inhibition, % at 9.99 µM. actives 0.05% (n = 350,000). AID 651711;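 active = mean replicate inhibition above about 25%, with every replicate also reaching it, limit read from the data, passing the limit was not always enough; inconclusive = only one of those two criteria met; inactive = neither criterion met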
Target sequence (Q15084 whole entry, looked up): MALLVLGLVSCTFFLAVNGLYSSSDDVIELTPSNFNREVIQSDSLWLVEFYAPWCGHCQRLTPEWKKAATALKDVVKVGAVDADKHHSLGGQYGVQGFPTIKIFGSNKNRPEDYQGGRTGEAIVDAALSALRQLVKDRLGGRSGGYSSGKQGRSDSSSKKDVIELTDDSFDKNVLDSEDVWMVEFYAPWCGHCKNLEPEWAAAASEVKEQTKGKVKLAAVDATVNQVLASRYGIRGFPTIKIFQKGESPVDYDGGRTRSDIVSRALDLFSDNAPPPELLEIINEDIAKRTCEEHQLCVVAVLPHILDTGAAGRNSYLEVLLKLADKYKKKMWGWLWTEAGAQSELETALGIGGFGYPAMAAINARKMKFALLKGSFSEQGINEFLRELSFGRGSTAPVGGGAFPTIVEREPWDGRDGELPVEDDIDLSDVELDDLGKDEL
SIRT5 block – inhibitors of human sirtuin-5 desuccinylase; actives 1.1% (n = 330,000); inhibition, % at 15 µM; AID 652115; Purified SirT5, succinyl-peptide AMC, trypsin-coupled fluorescence; in the data active = inhibition above about 15%; inconclusive = no clear call, values can overlap the other calls
Target sequence (Q9NXA8 whole entry, looked up): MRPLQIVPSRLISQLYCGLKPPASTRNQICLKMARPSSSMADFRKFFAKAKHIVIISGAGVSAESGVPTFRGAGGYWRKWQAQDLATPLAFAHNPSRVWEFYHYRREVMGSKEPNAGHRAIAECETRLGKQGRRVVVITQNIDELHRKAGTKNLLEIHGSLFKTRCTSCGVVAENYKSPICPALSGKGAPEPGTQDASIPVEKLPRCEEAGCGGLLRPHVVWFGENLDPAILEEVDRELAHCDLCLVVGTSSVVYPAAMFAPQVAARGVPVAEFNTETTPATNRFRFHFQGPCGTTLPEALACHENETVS
miR-122 sensor – inhibitors of miR-122 in Huh7 cells; AID 602342; activation (reporter increase), % at 12.5 µM; Huh7 miR-122 Renilla luciferase sensor, 48 h; neutral wells = 0, positive control = 100; actives 0.3% (n = 340,000);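 active = mean replicate activation score at least 90 and every replicate individually at or above 90; inconclusive = only one of the two criteria met; inactive = neither criterion met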;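 also: higher luciferase means less miR-122 activity so hits act as miR-122 inhibitors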
ARNT TACC3 PPI – disrupts binding between human ARNT and TACC3; inhibition, % at 9.99 µM; actives 0.66% (n = 390,000); AID 623870; Q9Y6A5; AlphaScreen His-ARNT PAS-B/GST-TACC3 binding, luminescence; TACC3 fragment carries E629A point mutation;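 active = mean inhibition of replicates at least 50% and at least half of replicates each reaching 50%; inconclusive = half or more replicates reach 50% but mean below 50%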;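 also: 0% = complete ARNT plus TACC3 wells and 100% = ARNT alone without TACC3; many hits fall short of the cut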
* hit, by the source's call; u = inconclusive; x = no result given; [ ] = another dose, or the depositor's remark.

SMILES	Cneo AK release	esBAF inh	Statin myotox sup	ERp5 inh	SIRT5 block	miR-122 sensor	ARNT TACC3 PPI
CCCNC(=O)N(C)C[C@H]1Oc2cc(C#CCC(C)C)ccc2S(=O)(=O)N([C@@H](C)CO)C[C@H]1C	-0.9	-6.3	-2.4	0.5	1.9	2.1[16.7 µM]	-0.8
COC(=O)C1CCN(CC(=O)Nc2ccc3c(c2)OCCO3)CC1	-1.1	0.3	-0.3	-3.0	-4.6	-2.9	-6.6
C[C@H](NC(=O)C[C@@H]1C[C@H]2c3cc(NC(=O)CC4CC4)ccc3O[C@H]2[C@H](CO)O1)c1ccccc1	3.2	-4.5	0.9	0.1	-4.5	0.8[16.7 µM]	-9.2
CCOc1ccc(CNS(=O)(=O)c2ccc3c(c2)CC(=O)N3C)cc1	-0.7	-0.9	-0.3	4.2	-2.1	0.2	-13.3
N/C(=N\OC(=O)c1cccc2ccccc12)c1ccc(Br)cc1	x	x	x	3.3	1.6	x	-14.2
C=CCc1ccccc1OCCn1nnc2ccccc21	-4.7	2.5	6.0	2.1	-1.6	3.0	-9.1
CCC(=O)Nc1ccc2c(c1)C(=O)N(C)C[C@@H](OC)[C@H](C)CN(CC1CCOCC1)[C@@H](C)CO2	0.1	7.8	-1.7	x	x	5.7[16.7 µM]	1.1
Cn1c(SCC(=O)N2CCCCCC2)nc2c([nH]c3ccccc32)c1=O	-5.4	-8.5	24.5	x	x	-0.3	13.0
CCNC(=O)[C@@H]1[C@@H](CO)[C@@H]2Cn3c(ccc(-c4ccc(F)cc4)c3=O)[C@H]1N2C(=O)c1ccccn1	-5.3	-4.0	19.9	-2.4	2.1	x	-2.9
COc1cc(CNCCCO)ccc1OCC(=O)NC(C)(C)C	x	x	x	2.6	5.3	x	-20.9
Cc1c(C#N)c2ccccc2n1CC(=O)O	2.7	x	x	2.9	-5.1	3.2	x
COc1ccc(C(C(=O)NC2CCCC2)N(CCO)C(=O)Cn2nnc(-c3ccc(C)o3)n2)cc1 (stereo unspecified)	1.5	-0.6	u	3.0	0.5	-3.1	-2.1
CSc1n[nH]c(NC(=O)c2c(-c3c(Cl)cccc3Cl)noc2C)n1	x	5.5	-6.9	5.6	-2.3	x	-5.1
Cc1cnc(C(=O)OCC(=O)c2c[nH]c3ccccc23)cn1	-0.4	-3.9	7.4	-11.5	-1.6	x	-4.0
COC(=O)CN1C(=O)S/C(=C/c2ccc(N3CCCCC3)o2)C1=O	-2.9	u	31.0	x	x	14.7	-21.6
CC(C(=O)NCCc1nc2ccccc2[nH]1)n1cc([N+](=O)[O-])cn1 (stereo unspecified)	x	x	x	0.1	-5.4	x	-3.1
COc1ccc(CN2CCC2(C)C(=O)NCCc2c[nH]c3ccccc23)c2ccccc12 (stereo unspecified)	-1.1	2.6	-0.9	5.7	1.2	-4.1	x
CC(OC(=O)Cn1[nH]c(=O)c2ccccc2c1=O)C(=O)c1ccccc1 (stereo unspecified)	0.0	x	x	-2.3	-1.5	x	x
CC(NC(=O)CSc1nnc(CC(=O)Nc2ccc(Cl)c(Cl)c2)n1C)c1ccccc1 (stereo unspecified)	-2.0	5.4	-1.8	x	x	10.1	-2.6
CCCN(C)C[C@H]1Oc2ncc(C#CCN(C)C)cc2C(=O)N([C@@H](C)CO)C[C@@H]1C	-0.5	1.0	8.6	23.7	0.4	1.5[16.7 µM]	-3.4
COCCNC(=O)c1ccccc1-c1nc(-c2ccccc2OC)no1	x	19.8	17.4	x	x	3.0	-4.9
COc1cc(C(C(=O)NC2CCCCC2)N(Cc2ccco2)C(=O)c2cnccn2)cc(OC)c1OC (stereo unspecified)	x	x	x	1.5	-0.2	x	-7.9
O=C(CN1CCOCC1)N/N=C/c1ccccc1	2.3	1.9	10.2	4.3	-1.2	2.4	-4.6
CCOC(=O)N(C)c1c(CC)nc2c(OCc3ccc(Cl)cc3Cl)cccn12	14.5	-1.9	-10.5	-0.5	4.8	-2.9	x
N#Cc1cc2c(nc1SCC(=O)Nc1sc3c(c1C#N)CCC3)CCCC2	-4.4	10.0	-10.7	x	x	-0.7	-2.2

Continued:
SMILES	Cneo AK release	esBAF inh	Statin myotox sup	ERp5 inh	SIRT5 block	miR-122 sensor	ARNT TACC3 PPI
CSc1ccc(C#N)cc1NC(=O)c1ccccc1	0.3	-2.6	2.8	-0.4	-0.2	5.2	-4.9
Cc1nc2c3ccccc3n(Cc3ccccc3F)c2s1	0.8	x	x	1.8	-2.2	4.9	3.9
CN(CC(=O)Nc1ccc(C#N)cc1)Cc1ccc(Cl)cc1Cl	2.5	-4.1	-19.4	x	x	-3.3	-14.3
CC(=O)N1c2ccc(S(=O)(=O)N(C)Cc3ccco3)cc2CC1C (stereo unspecified)	2.7	0.1	4.2	1.2	-1.2	-4.8	-0.8
COC(=O)c1ccc(Cc2ccccc2)o1	x	8.9	-5.3	x	x	-3.0	-1.3
CC1=C(C(=O)OC(C)C)C(C)C(C(=O)OC(C)C)=C(C)N1	0.2	7.1	-22.7	x	x	-2.7	-3.5
O=C(NC(=S)N1CCN(c2nc(-c3ccccc3)cs2)CC1)c1cncc(Br)c1	24.0	-6.1	10.5	-2.2	-2.0	2.3	22.4
C[C@H](NC(=O)C[C@H]1CC[C@H]2[C@@H](COC[C@@H](O)CN2C(=O)Nc2ccccc2)O1)c1ccccc1	0.7	5.2	-7.0	2.6	1.7	-1.9[16.7 µM]	-4.2
Cc1noc(C)c1NC(=O)N(C)C[C@H]1Oc2ccc(NC(=O)Cn3cnnn3)cc2CC(=O)N([C@H](C)CO)C[C@@H]1C	-0.6	3.4	4.0	x	x	0.5[16.7 µM]	-2.3
CC(C)CNC(=O)CC(c1ccccc1)c1c(O)ccc2ccccc12 (stereo unspecified)	-0.6	2.1	45.9	x	x	10.8	3.1
CCCc1ccc(OCCNC(=O)c2ccccc2Br)cc1	-0.4	15.0	5.2	-5.1	-1.4	-3.0	-5.0
C[C@@H]1CN([C@@H](C)CO)C(=O)c2cccc(NC(=O)c3ccc(-c4nccs4)cc3)c2O[C@H]1CN(C)S(=O)(=O)c1cccs1	-0.8	-0.6	x	2.3	1.9	3.2[16.7 µM]	-7.4
Cc1cc(C)n(C)c(=O)c1C#N	x	x	x	11.7	-3.9	-6.5	-3.5
CC(=O)Nc1cccc(C(=O)OC(C)C(=O)Nc2ccc(S(=O)(=O)N3CCCC3)cc2)c1 (stereo unspecified)	-4.4	-3.9	-1.1	-1.3	1.8	-8.5	-11.3
C[C@H](CO)N1C[C@H](C)[C@H](CN(C)S(=O)(=O)c2cccs2)Oc2ccc(NS(=O)(=O)c3ccccc3)cc2C1=O	-4.8	2.6	36.8	-5.9	2.3	-6.7[16.7 µM]	0.4
NC(=N\N=Cc1ccco1)/C(N)=N/N=Cc1ccco1	1.9	u	-0.3	-1.8	2.1	x	62.8*
Cc1cc(Cl)ccc1OCCCC(=O)OCC(=O)Nc1cccc(S(N)(=O)=O)c1	-1.8	-0.1	1.5	7.0	-1.7	-5.4	3.0
CNC[C@@H]1Oc2ccc(NC(=O)NC(C)C)cc2C(=O)N([C@H](C)CO)C[C@H]1C	-6.9	-4.0	-27.9	1.6	1.2	-0.9[16.7 µM]	-11.2
CN(c1ccccc1)c1cc(=O)[nH]c(=O)[nH]1	x	x	x	0.2	-6.8	x	7.2
Cc1cc(Cl)nc(SCC(=O)c2ccccc2)n1	0.2	-4.1	4.0	0.4	-1.6	x	-10.6
CC(C)CNC(=O)c1ccccc1NC(=O)CN(c1ccccc1)S(=O)(=O)N(C)C	x	-6.4	-1.0	-1.6	3.7	-3.9	-12.7
CO[C@H]1CC[C@H]2CCOc3ccc(C#N)cc3C(=O)N(C)[C@@H](C)C(=O)N(C)C[C@@H]1O2	2.5	-1.0	-0.6	-4.5	-2.5	x	11.3
O=S(=O)(c1ccccc1)N1CCN(c2ccnc3cc(Cl)ccc23)CC1	x	x	x	2.4	-4.2	-1.6	x
CC(C)C(=O)COc1c2occc2cc2ccc(=O)oc12	-1.2	-2.3	4.3	-4.3	x	-23.8	0.7
Cc1ccc(C=Nc2ccccc2C(N)=O)s1	10.5	x	x	x	x	80.3	8.9

Of the compounds above, these contain bromine.
SMILES	Cneo AK release	esBAF inh	Statin myotox sup	ERp5 inh	SIRT5 block	miR-122 sensor	ARNT TACC3 PPI
N/C(=N\OC(=O)c1cccc2ccccc12)c1ccc(Br)cc1	x	x	x	3.3	1.6	x	-14.2
O=C(NC(=S)N1CCN(c2nc(-c3ccccc3)cs2)CC1)c1cncc(Br)c1	24.0	-6.1	10.5	-2.2	-2.0	2.3	22.4
CCCc1ccc(OCCNC(=O)c2ccccc2Br)cc1	-0.4	15.0	5.2	-5.1	-1.4	-3.0	-5.0

A different layout for part of the listing above.
SMILES: CC(C)CNC(=O)c1ccccc1NC(=O)CN(c1ccccc1)S(=O)(=O)N(C)C
- Cneo AK release: x
- esBAF inh: -6.4
- Statin myotox sup: -1.0
- ERp5 inh: -1.6
- SIRT5 block: 3.7
- miR-122 sensor: -3.9
- ARNT TACC3 PPI: -12.7

SMILES: CC(C(=O)NCCc1nc2ccccc2[nH]1)n1cc([N+](=O)[O-])cn1 (stereo unspecified)
- Cneo AK release: x
- esBAF inh: x
- Statin myotox sup: x
- ERp5 inh: 0.1
- SIRT5 block: -5.4
- miR-122 sensor: x
- ARNT TACC3 PPI: -3.1

SMILES: N/C(=N\OC(=O)c1cccc2ccccc12)c1ccc(Br)cc1
- Cneo AK release: x
- esBAF inh: x
- Statin myotox sup: x
- ERp5 inh: 3.3
- SIRT5 block: 1.6
- miR-122 sensor: x
- ARNT TACC3 PPI: -14.2

SMILES: COC(=O)c1ccc(Cc2ccccc2)o1
- Cneo AK release: x
- esBAF inh: 8.9
- Statin myotox sup: -5.3
- ERp5 inh: x
- SIRT5 block: x
- miR-122 sensor: -3.0
- ARNT TACC3 PPI: -1.3

Going on with the list:
SMILES	Cneo AK release	esBAF inh	Statin myotox sup	ERp5 inh	SIRT5 block	miR-122 sensor	ARNT TACC3 PPI
Cc1[nH]c(=O)c(Cc2ccccc2)c(O)c1C#N	3.0	0.9	-2.8	-7.8	0.2	-21.5	-0.7
C=CCOc1cccc(C2/C(=C(\O)c3ccc4c(c3)OCCO4)C(=O)C(=O)N2Cc2cccnc2)c1 (stereo unspecified)	x	x	x	4.6	0.9	x	-2.9
Cc1nn(C)cc1CN(C)C(=O)c1cc(-c2ccccc2)nc2ccc(Br)cc12	-0.2	-1.1	18.2	2.5	2.7	-3.0	-13.7
Cc1c(Cl)cc(C(C)C)c(O)c1CN1CCOCC1	x	x	x	-6.0	-1.2	x	-1.2
COc1cccc(C(=O)Nc2ccc(C)cc2)c1	-13.1	21.3	-28.8	x	x	-2.1	-3.4
C#CCNS(=O)(=O)c1ccc(F)cc1Br	1.4	-4.3	-2.2	0.5	-0.7	0.9	-1.6
O=C(CSc1ncc(-c2ccc(F)cc2)[nH]1)N1CCCCC1	1.9	13.6	-10.8	0.6	-1.0	-2.0	9.1

Compounds were not picked by outcome. About 4% of those tested had a hit in this group.
